aDG glyco act: increases alpha dystroglycan glycosylation. Pro5-aDG cells, alpha-DG glycosylation AlphaScreen (IIH6); 0% Pro5, 100% B10-LARGE cell signal. activation, % at 10 µM. actives 0.22% (n = 360,000). AID 624168;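 active = activation of at least 8% versus controls, or a plate z-score of at least 8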;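 note: Pro5 are CHO cells carrying HIG-tagged alpha-DG that lacks glycosylation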
ABHD5-PLIN5 inh: inhibitors of human ABHD5-perilipin-5 interaction. Q00G26+Q8WTS1. Split G. princeps luciferase complementation, luminescence, 4 h. inhibition, % at 4 µM. actives 0.78% (n = 360,000);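 active = inhibition above the mean inhibition across every tested compound plus 3 SD, cut at about 22% in these data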;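 note: 0% = DMSO only wells and the 100% control is not disclosed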
Target sequence (Q00G26 whole entry, looked up): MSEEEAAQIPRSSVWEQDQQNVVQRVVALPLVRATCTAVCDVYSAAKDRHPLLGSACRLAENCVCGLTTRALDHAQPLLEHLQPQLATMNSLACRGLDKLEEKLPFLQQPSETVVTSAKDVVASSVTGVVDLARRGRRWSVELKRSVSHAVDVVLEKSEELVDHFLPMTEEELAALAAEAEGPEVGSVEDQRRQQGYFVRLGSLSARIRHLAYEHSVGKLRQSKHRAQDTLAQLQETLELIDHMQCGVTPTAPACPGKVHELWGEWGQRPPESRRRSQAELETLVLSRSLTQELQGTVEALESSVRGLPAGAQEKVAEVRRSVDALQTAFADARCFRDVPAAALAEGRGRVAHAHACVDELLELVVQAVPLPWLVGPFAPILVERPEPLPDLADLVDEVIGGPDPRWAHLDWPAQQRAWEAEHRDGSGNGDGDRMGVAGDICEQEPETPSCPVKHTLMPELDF
Target sequence (Q8WTS1 whole entry, looked up): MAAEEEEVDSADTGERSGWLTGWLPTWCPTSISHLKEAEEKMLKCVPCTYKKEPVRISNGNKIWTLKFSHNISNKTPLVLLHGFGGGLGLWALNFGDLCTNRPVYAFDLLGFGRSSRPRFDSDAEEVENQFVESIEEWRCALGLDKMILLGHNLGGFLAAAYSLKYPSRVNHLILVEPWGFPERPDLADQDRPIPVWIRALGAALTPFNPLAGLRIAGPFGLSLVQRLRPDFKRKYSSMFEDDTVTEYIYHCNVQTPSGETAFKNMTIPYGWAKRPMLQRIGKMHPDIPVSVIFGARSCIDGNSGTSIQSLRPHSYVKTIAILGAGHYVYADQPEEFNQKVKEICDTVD
N-glyco inh: N-linked glycosylation inhibition; D54 ERlucT glycosylation luciferase reporter, 24 h; percent of 100 nM tunicamycin response; reporter increase, % at 12.5 µM; actives 0.23% (n = 360,000);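 active = mean luciferase reporter signal, scaled so untreated is 0 and the glycosylation-blocking control 100, at or above a set limit in every replicate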;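 note: luciferase carries N-glycosylation sites so blocking glycosylation raises the light; 0% = median of neutral control wells and 100% = median of 100 nM tunicamycin wells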
ABCB6 inh MLPCN: human ABCB6 transporter inhibition. K562-ABCB6 porphyrin accumulation, flow cytometry, 1 h; stronger effect = lower value. fluorescence ratio to DMSO, % at 10 µM. AID 602162. Q9NP58. actives 0.19% (n = 360,000);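 active = fluorescence ratio to DMSO below 75%, the collection mean minus 3 SD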;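 note: signal is porphyrin accumulated inside mitochondria; 100% equals median channel fluorescence of DMSO control wells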
hiPSC survival: enhancers of human iPSC single-cell survival. actives 0.044% (n = 360,000). hiPSC single-cell survival, ATPlite luminescence; 100% = ROCK inhibitor wells, 0% = DMSO. survival enhancement, % at 20 µM; in the data active = survival enhancement above about 18%;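 note: cells exposed to compounds for 16 hours before the ATP read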
MC4R antag cAMP: antagonists of human melanocortin 4 receptor (MC4R) | MC4R-expressing cells, MTII-stimulated cAMP, LANCE TR-FRET | inhibition, % at 6.5 µM | actives 0.48% (n = 360,000) | P32245;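 active = inhibition above its plate's cutoff, the mean of tested wells on that plate plus 3 SD, cut at about 29% in these data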;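 note: 0% = Melanotan II alone and 100% = Melanotan II plus saturating MCL0020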
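System: U2OS-MC4R stable cell line; Technique: Eu-cAMP/anti-cAMP TR-FRET, emission 671 nm; Repeats: single well per compound; Also added: Melanotan II; Dosing: one concentration, 6.5 µM nominal; Schedule: 30-min compound, 1-h challenge, 1-h detection, room temperature.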
Exocytosis inh: lytic granule exocytosis inhibition. TALL-104 LAMP-1 surface exposure, flow cytometry; cells stimulated with thapsigargin and PMA. inhibition, % at 10 µM. actives 0.66% (n = 360,000). AID 651702;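 active = inhibition above about 55%, limit read from the data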
Cardio protect: modulators protecting cardiomyocytes from myocardial damage; protection from H2O2 cell death, % at 20 µM; actives 0.63% (n = 360,000); H9c2 cardiomyocytes, H2O2 injury protection, ATPLite, 2 h;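 active = compounds giving at least 50% protection of heart cells from peroxide-induced death in the single-dose screen, raw or plate-pattern-corrected value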;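 note: 0% = DMSO wells with peroxide and 100% = DMSO wells without peroxide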
m5-HT2A agonist: activates the mouse 5-HT2A serotonin receptor; CHO-K1 mHTR2A beta-arrestin complementation, luminescence; percent of 30 µM serotonin response; P35363; activation, % at 7.6 µM; actives 0.66% (n = 360,000);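 active = activation above a run cutoff, the mean activation of all tested compounds plus 3 SD, cut at about 14% in these data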;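 note: 0% = plate median of compound wells and 100% = 30 µM serotonin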
MC4R barr agon: agonists of human melanocortin 4 receptor (MC4R) beta-arrestin. P32245. U2OS MC4R beta-arrestin complementation, luminescence; percent of melanotan II response, DMSO zero. activation, % at 8.9 µM. actives 0.98% (n = 360,000). AID 540308;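 active = activation above a per-plate cutoff, the mean activation of sample wells on that plate plus 3 SD, cut at about 8% in these data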
* hit, by the source's call.

Screening O=C(CSc1nnc(COc2ccc(Cl)cc2)o1)N(c1ccccc1)C1CCS(=O)(=O)C1 (stereo not drawn) returned aDG glyco act -0.2, ABHD5-PLIN5 inh 2.1, N-glyco inh -1.8, ABCB6 inh MLPCN 114.0, hiPSC survival 0.2, MC4R antag cAMP -1.1, Exocytosis inh 4.9, Cardio protect -16.5, m5-HT2A agonist -3.5 and MC4R barr agon -2.0.
`C[C@@H](CSc1ccccc1)CN1CC[C@H](NC(=O)OCc2ccccc2)CCC1=O` gave aDG glyco act -0.1, ABHD5-PLIN5 inh -0.3, N-glyco inh -0.4, ABCB6 inh MLPCN 95.0, hiPSC survival 3.3, MC4R antag cAMP 2.8, Exocytosis inh 5.5, Cardio protect 1.8, m5-HT2A agonist -2.2 and MC4R barr agon 1.8.
Cc1ccc(NC(=O)c2ccc(C)cc2)cc1 was read as aDG glyco act 0.3, ABHD5-PLIN5 inh -1.3, N-glyco inh -13.7, ABCB6 inh MLPCN 96.0, hiPSC survival -3.7, MC4R antag cAMP -2.6, Exocytosis inh -7.2, Cardio protect -26.1, m5-HT2A agonist -6.7 and MC4R barr agon -1.0.
CC(=O)N1C(C)(C)CC(=NOS(=O)(=O)c2ccccc2)CC1(C)C was read as aDG glyco act -0.3, ABHD5-PLIN5 inh 4.7, N-glyco inh 1.0, ABCB6 inh MLPCN 99.0, hiPSC survival -1.3, MC4R antag cAMP 0.1, Exocytosis inh -1.9, Cardio protect 5.0, m5-HT2A agonist 3.4 and MC4R barr agon -0.3.
For CCC(C)N(C(=O)c1csnn1)C(C(=O)NC1CCCC1)c1c(F)cccc1Cl (stereo not drawn) the results were aDG glyco act 0.1, ABHD5-PLIN5 inh 0.4, N-glyco inh -1.8, ABCB6 inh MLPCN 96.0, hiPSC survival 0.0, MC4R antag cAMP 8.7, Exocytosis inh 19.3, Cardio protect 14.5, m5-HT2A agonist -2.2 and MC4R barr agon 0.7.
O=C(O)CN1C(=O)c2ccc(C(=O)c3ccccc3)cc2C1=O was read as aDG glyco act 0.0, ABHD5-PLIN5 inh 2.9, N-glyco inh 2.6, ABCB6 inh MLPCN 97.0, hiPSC survival -0.4, MC4R antag cAMP -3.7, Exocytosis inh 4.1, Cardio protect -0.9, m5-HT2A agonist 10.2 and MC4R barr agon -0.2.
`O=C1NCCN(C(=O)CCc2nnc(-c3ccsc3)o2)C1c1ccc(F)cc1` (stereo not drawn) gave aDG glyco act -0.1, ABHD5-PLIN5 inh 5.2, N-glyco inh 1.0, ABCB6 inh MLPCN 102.0, hiPSC survival 2.7, MC4R antag cAMP 1.2, Exocytosis inh -3.2, Cardio protect -0.2, m5-HT2A agonist 9.3 and MC4R barr agon 0.9.
CC(=O)c1ccc(NC(=O)CCC(=O)N2CC(C)Oc3ccc(C)cc32)cc1 (stereo not drawn) was read as aDG glyco act 0.2, ABHD5-PLIN5 inh -0.3, N-glyco inh -0.1, ABCB6 inh MLPCN 97.0, hiPSC survival -0.4, MC4R antag cAMP 5.1, Exocytosis inh -0.8, Cardio protect -0.7, m5-HT2A agonist 3.2 and MC4R barr agon 0.5.
CCc1cccc(CC)c1NC(=S)Nc1ccccc1 was read as aDG glyco act -0.1, ABHD5-PLIN5 inh -3.2, N-glyco inh 0.7, ABCB6 inh MLPCN 96.0, hiPSC survival -3.9, MC4R antag cAMP 2.1, Exocytosis inh -2.9, Cardio protect -1.4, m5-HT2A agonist -1.0 and MC4R barr agon -2.9.
Screening Cc1ccc(-c2nc3cnccn3c2Nc2ccccc2)o1 returned aDG glyco act 0.2, ABHD5-PLIN5 inh 24.9*, N-glyco inh -4.8, ABCB6 inh MLPCN 100.0, hiPSC survival 0.5, MC4R antag cAMP 0.9, Exocytosis inh -5.5, Cardio protect -33.8, m5-HT2A agonist -3.4 and MC4R barr agon -1.6.
Screening CC(=O)NCC(=O)N(c1ccccc1)C1(C(=O)NC2CCCCC2)CCCCC1 returned aDG glyco act -0.2, ABHD5-PLIN5 inh 7.4, N-glyco inh 1.9, ABCB6 inh MLPCN 91.0, hiPSC survival 1.3, MC4R antag cAMP 4.0, Exocytosis inh -2.4, Cardio protect -1.0, m5-HT2A agonist 0.1 and MC4R barr agon 0.3.
Screening COC(=O)C(C)Oc1ccc(-c2nccc(-c3cccs3)n2)cc1 (stereo not drawn) returned aDG glyco act 0.1, ABHD5-PLIN5 inh -7.0, N-glyco inh 3.4, ABCB6 inh MLPCN 98.0, hiPSC survival -0.5, MC4R antag cAMP 8.7, Exocytosis inh -6.1, Cardio protect -4.2, m5-HT2A agonist -3.0 and MC4R barr agon 0.3.
O=C(Nc1nccs1)c1ccc(-c2ccccc2[N+](=O)[O-])o1 was read as aDG glyco act 0.1, ABHD5-PLIN5 inh -2.8, N-glyco inh -1.6, ABCB6 inh MLPCN 90.0, hiPSC survival -0.6, MC4R antag cAMP -3.5, Exocytosis inh -5.8, Cardio protect -4.3, m5-HT2A agonist -4.2 and MC4R barr agon -2.2.
Screening Cc1cccc2cc(CN(Cc3ccc(F)cc3)C(=O)N3CCOCC3)c3nnnn3c12 returned aDG glyco act -0.5, ABHD5-PLIN5 inh -4.8, N-glyco inh 0.0, ABCB6 inh MLPCN 86.0, hiPSC survival -1.7, MC4R antag cAMP -1.0, Exocytosis inh -1.9, Cardio protect 12.2, m5-HT2A agonist -2.4 and MC4R barr agon -0.8.
COC(=O)Cc1cc(=O)[nH]c(/N=C(\N)Nc2ccccc2C)n1 was read as aDG glyco act 0.1, ABHD5-PLIN5 inh 4.7, N-glyco inh 1.0, ABCB6 inh MLPCN 91.0, hiPSC survival 1.7, MC4R antag cAMP 7.8, Exocytosis inh -2.4, Cardio protect -6.9, m5-HT2A agonist -2.7 and MC4R barr agon -1.3.
`COc1ccccc1Nc1cc(C(=O)NCCCN2CCOCC2)c2ccccc2n1` gave aDG glyco act 0.1, ABHD5-PLIN5 inh 10.3, N-glyco inh -2.4, ABCB6 inh MLPCN 96.0, hiPSC survival 2.7, MC4R antag cAMP 7.0, Exocytosis inh 0.3, Cardio protect -2.4, m5-HT2A agonist -4.8 and MC4R barr agon -1.2.
For CCCCC(=O)N(C)c1c(C)nc2ccc(C(=O)N3CCN(S(=O)(=O)CC)CC3)cn12 the results were aDG glyco act -0.1, ABHD5-PLIN5 inh 0.2, N-glyco inh 0.6, ABCB6 inh MLPCN 99.0, hiPSC survival -1.0, MC4R antag cAMP -2.3, Exocytosis inh -3.4, Cardio protect 8.3, m5-HT2A agonist 2.8 and MC4R barr agon -0.5.
C=CCN(C#N)c1nc(OC)nc(N2CCCC2)n1 was read as aDG glyco act -0.2, ABHD5-PLIN5 inh -2.3, N-glyco inh -0.5, ABCB6 inh MLPCN 92.0, hiPSC survival -2.3, MC4R antag cAMP -13.9, Exocytosis inh -0.3, Cardio protect -0.2, m5-HT2A agonist 0.1 and MC4R barr agon -1.3.
Cc1csc(C(=O)O)c1NC(=O)c1c(Cl)cccc1Cl was read as aDG glyco act 0.0, ABHD5-PLIN5 inh -10.1, N-glyco inh -0.7, ABCB6 inh MLPCN 100.0, hiPSC survival -0.6, MC4R antag cAMP -2.3, Exocytosis inh 1.6, Cardio protect 5.4, m5-HT2A agonist 6.6 and MC4R barr agon -0.7.
For O=c1nc(C(F)(F)F)nc2ccccn12 the results were aDG glyco act 0.1, ABHD5-PLIN5 inh -4.6, N-glyco inh 1.4, ABCB6 inh MLPCN 95.0, hiPSC survival -0.3, MC4R antag cAMP -1.1, Exocytosis inh 5.3, Cardio protect -2.7, m5-HT2A agonist 0.9 and MC4R barr agon -2.5.
For COc1ccc([N+](=O)[O-])cc1NC(=O)C(C)OC(=O)Cc1ccc(OC)c(OC)c1 (stereo not drawn) the results were aDG glyco act 0.0, ABHD5-PLIN5 inh 2.1, N-glyco inh 0.2, ABCB6 inh MLPCN 96.0, hiPSC survival -0.4, MC4R antag cAMP 5.7, Exocytosis inh 0.3, Cardio protect -0.7, m5-HT2A agonist -0.8 and MC4R barr agon -2.6.
Fc1ccc(NC(=S)N2CCCN(c3ccc(C(F)(F)F)cn3)CC2)c(F)c1 was read as aDG glyco act 0.4, ABHD5-PLIN5 inh -6.5, N-glyco inh -4.7, ABCB6 inh MLPCN 97.0, hiPSC survival -0.5, MC4R antag cAMP -1.0, Exocytosis inh 13.3, Cardio protect -12.3, m5-HT2A agonist 1.9 and MC4R barr agon 0.4.
Screening C[C@H]1CN(CCc2ccccc2)C(=O)[C@@H]1CC(=O)Nc1ccccc1 returned aDG glyco act 0.0, ABHD5-PLIN5 inh -1.2, N-glyco inh 0.7, ABCB6 inh MLPCN 98.0, hiPSC survival -0.9, MC4R antag cAMP 5.0, Exocytosis inh -5.6, Cardio protect -4.4, m5-HT2A agonist -2.3 and MC4R barr agon -2.9.
Screening COc1ccc(NS(=O)(=O)c2ccc(C)c(C(=O)N(C)Cc3ccc(C)cc3)c2)cc1 returned aDG glyco act 0.5, ABHD5-PLIN5 inh 4.8, N-glyco inh -1.2, ABCB6 inh MLPCN 98.0, hiPSC survival 0.3, MC4R antag cAMP 4.2, Exocytosis inh 1.7, Cardio protect -1.9, m5-HT2A agonist 6.1 and MC4R barr agon 4.0.
CCC(c1nnnn1Cc1ccco1)N(CCc1ccccc1)Cc1cc2cccc(C)c2[nH]c1=O (stereo not drawn) was read as aDG glyco act -0.3, ABHD5-PLIN5 inh 16.1, N-glyco inh 0.3, ABCB6 inh MLPCN 98.0, hiPSC survival 7.1, MC4R antag cAMP 8.9, Exocytosis inh 8.2, Cardio protect 44.5, m5-HT2A agonist 7.9 and MC4R barr agon 2.0.
Screening Nc1ccn(CC(=O)N[C@H](CO)Cc2c[nH]c3ccccc23)c(=O)n1 returned aDG glyco act -0.1, ABHD5-PLIN5 inh 2.2, N-glyco inh 1.9, ABCB6 inh MLPCN 99.0, hiPSC survival -0.2, MC4R antag cAMP 9.6, Exocytosis inh -4.2, Cardio protect 0.2, m5-HT2A agonist -3.8 and MC4R barr agon -0.5.
`NC(=O)C1(N2CCCC2)CCN(Cc2ccccc2)CC1` gave aDG glyco act 0.5, ABHD5-PLIN5 inh 5.4, N-glyco inh -0.2, ABCB6 inh MLPCN 96.0, hiPSC survival 4.3, MC4R antag cAMP -2.2, Exocytosis inh 25.1, Cardio protect -6.4, m5-HT2A agonist 10.8 and MC4R barr agon -2.9.
CC(=O)Nc1ccc(S(=O)(=O)N(Cc2ccccc2)c2ccccc2F)cc1 was read as aDG glyco act 0.0, ABHD5-PLIN5 inh 3.4, N-glyco inh -1.4, ABCB6 inh MLPCN 115.0, hiPSC survival 4.1, MC4R antag cAMP -0.4, Exocytosis inh -1.5, Cardio protect -7.8, m5-HT2A agonist 1.5 and MC4R barr agon -1.2.

Screening results deposited in PubChem by several laboratories.
